From PubChem
LYPLA2 counter – LYPLA2 (human) inhibition in PME1 counter-screen | inhibition, % at 5.9 µM | 0.38% of 320,000 active | AID 2177 | recombinant LYPLA2, FP-Rh probe fluorescence polarization;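 active means inhibition above the screen-wide mean plus 3 SD, limit set per campaign, cut at about 26% in these data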;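 further: 0% = LYPLA2 with DMSO and 100% = wells lacking LYPLA2 enzyme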
GSTO1 counter – counter-screen for RBBP9 inhibitors: inhibitors of human GSTO1. P78417. recombinant GSTO1, activity-based probe fluorescence polarization. inhibition, % at 5.96 µM. 1.1% of 300,000 active;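 active means inhibition above the campaign mean inhibition plus 3 SD, cut at about 35% in these data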;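 further: 0% = GSTO1-1 with DMSO and 100% = wells lacking GSTO1-1 enzyme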
Target sequence (P78417 whole entry, looked up): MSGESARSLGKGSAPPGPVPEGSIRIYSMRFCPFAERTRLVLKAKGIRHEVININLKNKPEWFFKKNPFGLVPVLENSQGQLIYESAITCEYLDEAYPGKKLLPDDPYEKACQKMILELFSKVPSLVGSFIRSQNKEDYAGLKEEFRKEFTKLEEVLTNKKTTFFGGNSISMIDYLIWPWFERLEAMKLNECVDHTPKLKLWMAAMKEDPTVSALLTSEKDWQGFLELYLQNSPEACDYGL
PAFAH1B2 inh – inhibitors of human PAFAH1B2; P68402; AID 492953; inhibition, % at 3.39 µM; 1.2% of 340,000 active; recombinant PAFAH1B2, FP-rhodamine activity probe, fluorescence polarization;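 active means inhibition above the mean of all tested compounds plus 3 SD, cut at about 24% in these data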;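 further: 0% = enzyme with DMSO and 100% = wells lacking PAFAH1B2; many of its hits are not listed in these tables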
pPAFAH FP inh – inhibitors of human plasma PAF acetylhydrolase (pPAFAH) | recombinant pPAFAH, FP-rhodamine probe fluorescence polarization | AID 463082 | Q13093 | inhibition, % at 3.39 µM | 1.5% of 330,000 active;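 active means inhibition above the mean inhibition across the screen plus 3 SD, cut at about 25% in these data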;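 further: inhibitors block binding of the rhodamine activity-based probe so polarization drops; 0% = enzyme with DMSO and 100% = wells lacking pPAFAH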
PME-1 primary – blocks human protein phosphatase methylesterase 1 | Q9Y570 | 0.53% of 320,000 active | inhibition, % at 5.9 µM | recombinant PME-1, FP-Rh probe fluorescence polarization | AID 2130;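 active means inhibition above the campaign mean of all compounds plus 3 SD, cut at about 26% in these data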;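 further: competitive labeling of PME-1 active site by serine hydrolase directed probe; 0% = PME-1 with DMSO and 100% = wells lacking PME-1 enzyme; inhibitors block probe labeling so polarization falls and inhibition rises; many of its hits are not listed in these tables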
LYPLA1 counter – counter-screen for PME1 inhibitors: inhibitors of human LYPLA1; O75608; recombinant LYPLA1, FP-Rh probe fluorescence polarization; inhibition, % at 5.9 µM; 0.16% of 320,000 active;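 active means inhibition above the mean of all tested compounds plus 3 SD, set per campaign, cut at about 14% in these data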;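 further: inhibitors block serine hydrolase probe labeling of LYPLA1 so polarization falls; 0% = enzyme with DMSO and 100% = wells lacking LYPLA1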
PAFAH1B3 FP inh – PAFAH1B3 (human) inhibition. inhibition, % at 3.39 µM. Q15102. recombinant PAFAH1B3, FP-rhodamine probe, fluorescence polarization. 0.28% of 340,000 active;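 active means inhibition above the screen-wide average of all tested compounds plus 3 SD, cut at about 25% in these data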;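 further: 0% = enzyme with DMSO only and 100% = wells lacking PAFAH1B3 protein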
PREPL inhibitor – human PREPL enzyme inhibition; AID 2751; 0.68% of 320,000 active; inhibition, % at 5.96 µM; recombinant PREPL, fluorescence polarization activity-based probe; in the data active means inhibition above about 43%;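 further: 0% = enzyme with DMSO and 100% = wells lacking enzyme; many of its hits are not listed in these tables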
Target sequence (Q4J6C6 whole entry, looked up): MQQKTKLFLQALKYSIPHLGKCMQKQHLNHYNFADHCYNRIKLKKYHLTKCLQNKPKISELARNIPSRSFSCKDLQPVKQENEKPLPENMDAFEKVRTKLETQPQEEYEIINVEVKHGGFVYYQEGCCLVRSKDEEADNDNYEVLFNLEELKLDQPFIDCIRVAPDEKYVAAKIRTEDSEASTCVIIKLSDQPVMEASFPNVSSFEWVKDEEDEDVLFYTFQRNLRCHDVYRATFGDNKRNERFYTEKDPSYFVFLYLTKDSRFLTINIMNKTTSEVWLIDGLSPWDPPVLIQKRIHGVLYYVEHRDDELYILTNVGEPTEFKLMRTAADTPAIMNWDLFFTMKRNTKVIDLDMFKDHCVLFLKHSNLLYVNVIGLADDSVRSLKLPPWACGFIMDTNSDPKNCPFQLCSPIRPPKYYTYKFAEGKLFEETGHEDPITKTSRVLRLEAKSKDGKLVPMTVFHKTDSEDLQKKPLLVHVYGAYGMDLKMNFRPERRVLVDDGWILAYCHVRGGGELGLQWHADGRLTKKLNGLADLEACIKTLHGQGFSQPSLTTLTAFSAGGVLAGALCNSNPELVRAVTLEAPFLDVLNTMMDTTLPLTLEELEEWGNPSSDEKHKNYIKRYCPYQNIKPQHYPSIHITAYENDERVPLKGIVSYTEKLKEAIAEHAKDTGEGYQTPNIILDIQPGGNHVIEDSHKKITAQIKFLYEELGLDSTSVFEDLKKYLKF
PAD4 FP inh – inhibitors of human PAD4; inhibition, % at 6.36 µM; Q9UM07; 0.41% of 330,000 active; recombinant PAD4, RCA probe fluorescence polarization;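 active means percent inhibition above a cutoff equal to the mean of all tested compounds plus 3 SD, cut at about 15% in these data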;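 further: 0% = PAD4 with RCA probe and DMSO and 100% = probe without PAD4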
Numbers without * were called inactive; · = not tested or not shown. An excerpt; rates above refer to the full screens.

SMILES	LYPLA2 counter	GSTO1 counter	PAFAH1B2 inh	pPAFAH FP inh	PME-1 primary	LYPLA1 counter	PAFAH1B3 FP inh	PREPL inhibitor	PAD4 FP inh
O=C(NCc1ccccc1)N(Cc1cc2cc3c(cc2[nH]c1=O)OCO3)CC1CCCO1 (configuration not stated)	2	10	4	-1	5	2	1	2	-1
CCN(CC)S(=O)(=O)c1cc(-c2nnc(-c3ccc(Br)cc3)o2)ccc1Cl	-4	-3	-6	-3	3	-1	-2	14	-3
CCOC(=O)c1c(NC(=O)CN2CCN(C(=O)c3ccco3)CC2)sc2c1CCCC2	-5	21	7	34*	1	1	-8	29	-1
COCCNC(=O)C(c1ccc(C)o1)N(C(=O)C(=O)NC1CCCCC1)c1ccc(F)cc1 (configuration not stated)	7	1	-4	3	1	-1	7	8	-1
CCN(CCn1cccn1)C(=O)CC1C(=O)NCCN1Cc1ccc(OC)c(OC)c1 (configuration not stated)	2	0	1	1	3	1	-2	5	-2
C=CCNC(=S)N/N=C(\C)c1ccc(-n2ccnc2)cc1	1	-4	3	6	-3	2	17	-2	-2
CCOC(=O)c1[nH]nc2c1C(=O)N(Cc1ccccc1)C2=O	-6	3	1	5	0	-3	2	11	-1
CC1CCCC(NCC(O)COC(c2ccc(F)cc2)c2ccc(F)cc2)C1C (configuration not stated)	1	2	5	2	4	3	1	-39	0
O=C(CCCN1CCOC(c2ccccc2)C1)c1ccc(F)cc1 (configuration not stated)	-2	-1	-5	-2	-11	-3	-1	3	-4
O=S(=O)(c1ccc(Cl)s1)N1CCN(Cc2ccccc2)CC1	-2	6	4	2	0	1	-3	7	-4
CCN(CC(=O)NCc1ccc(F)cc1)C(=O)/C=C/c1ccc(OC)c(S(=O)(=O)NC(C)C)c1	-1	6	0	7	5	-2	0	4	3
O=C(CCSCc1ccccc1Cl)NC1CCCCC1	2	3	-2	3	2	-1	-3	6	5
Cc1ccc(NC(=O)C2CCN(C(=O)c3ccccc3C)CC2)cc1	4	-1	-2	1	-3	4	3	-4	-4
Cc1ccc(NC(=O)NC2(C(=O)NCc3ccco3)CCCCC2)cc1	4	-4	-1	2	8	-3	4	-1	0
CC(=O)c1cnc(SCC(=O)O)nc1C	-1	5	4	3	-9	-3	-7	-7	-6
Cc1ccc(S(=O)(=O)NCCn2nc(C)cc2C)cc1	-3	1	6	2	2	-4	0	-10	-3
CN1CCc2c(sc(NC(=O)c3ccc([N+](=O)[O-])o3)c2C(N)=O)C1	3	8	8	-1	5	3	3	19	-15
Cc1cc(/C(N)=N/OC(=O)Nc2ccc(Cl)cc2)no1	-4	-3	·	4	3	-1	·	8	4
CCCCc1c(O)nc(SCC(=O)N2CCOCC2)n(-c2ccc(OC)cc2)c1=O	-5	2	2	-1	-4	-2	-10	-8	-3
CC(=O)NC(=S)Nc1ccc(NC(=O)COc2ccc(Cl)cc2)cc1	-2	-3	3	1	-37	-3	-6	-63	-1
O=C(OCC(=O)N1CCN(C(=O)COC(=O)c2ccc(O)cc2O)CC1)c1ccc(O)cc1O	28*	12	10	2	-1	4	6	-2	5
Cc1cc(C)cc(C(=O)OCC(=O)NC2CCCC2)c1	5	3	-1	2	2	2	2	22	-1
Cc1ccc(S(=O)(=O)N2CCN(C(=O)COC(=O)/C=C/c3ccccc3)CC2)c(C)c1	3	·	2	-1	3	-1	-2	11	-3
CSc1nc(C)cc(C)c1C(N)=O	2	0	2	2	2	0	2	4	-2
COC(=O)C1CCN(C(=O)CN2C(=O)NC(CC(C)C)C2=O)CC1 (configuration not stated)	·	·	2	-1	·	·	0	9	-4
(more compounds)
SMILES	LYPLA2 counter	GSTO1 counter	PAFAH1B2 inh	pPAFAH FP inh	PME-1 primary	LYPLA1 counter	PAFAH1B3 FP inh	PREPL inhibitor	PAD4 FP inh
Cn1cc(CNC(=O)c2ccc(OC3CCN(Cc4ccccn4)CC3)cc2)cn1	11	7	4	3	-10	2	5	10	2
CCCCn1c(N)c(N(CC(C)C)C(=O)C2CCN(S(=O)(=O)c3ccc(C)cc3)CC2)c(=O)[nH]c1=O	1	-6	3	1	6	0	-2	9	2
CCN(CC)S(=O)(=O)c1ccc(N)cc1	-1	5	1	2	-7	0	4	3	3
Nc1c2c(nc3ccn(Cc4ccccc4)c(=O)c13)CCC2	-3	3	-4	0	-4	-4	4	-10	-3
C[C@H](NC(=O)c1nc[nH]c1C(=O)N1CCNCC1)C(=O)OC(C)(C)C	2	-2	8	2	2	0	1	3	3
CC(=O)Nc1nc(C)c(C(C)(C)C)s1	1	-3	2	1	2	1	-1	8	-2
c1ccc(-c2nc(-c3ccccn3)nc(-c3ccccn3)n2)nc1	-8	19	7	0	3	-1	10	15	2
Cc1c(Cl)cccc1NC(=O)c1cc(S(=O)(=O)N2CCOCC2)cn1C	-1	-5	1	-4	2	1	4	-1	0
COc1ccc(C2=C(O)C(C)N(c3ccccc3)C2=N)cc1OC (configuration not stated)	-2	12	-8	-5	-2	-5	-4	15	3
CCOc1cc(C2NC(=O)NC(O)(C(F)(F)F)C2C(=O)c2ccc(OC)cc2)ccc1O (configuration not stated)	13	-80	2	0	1	2	7	-4	0
COc1cccc(C(=O)NCC(=O)N2CCC3(CC2)NCCc2[nH]cnc23)c1OC	1	1	1	3	0	5	6	0	-6
O=C1/C(=C\c2ccco2)SC(=S)N1c1ccccc1	-1	20	1	29*	0	-2	3	-1	-4
O=[N+]([O-])c1cccc(-c2nc(Oc3ccc(Cl)cc3)c3ccccc3n2)c1	-14	14	·	-5	-9	-9	·	2	-18
COCCN(C(=O)c1cc2c(s1)CCC2)c1c(N)n(CC(C)C)c(=O)[nH]c1=O	8	·	3	6	1	-3	3	24	2
CCN(CC)S(=O)(=O)c1ccc2c(c1)N(CC(=O)NCC1CCCO1)C(=O)CO2 (configuration not stated)	8	6	-1	4	-6	5	7	3	-1
COC(=O)c1sc2cnccc2c1N	-4	-7	2	-2	-8	-1	5	1	-5
COc1ccc2nc(C)cc(Nc3ccc(C(=O)O)cc3)c2c1	-2	2	1	-4	-5	0	6	1	7
COc1ccc(C(CNC(=O)Cc2cc(OC)c(OC)c(OC)c2)N2CCCC2)cc1 (configuration not stated)	0	-3	3	-5	-6	1	4	7	7
Cc1ccc(-c2cn3cccnc3n2)cc1	0	5	-1	-6	-6	-3	8	-8	-5
COC(=O)[C@@H]1[C@H](CCc2ccccc2)NC(=O)N(Cc2ccccc2)[C@@H]1C	-4	-1	8	8	3	-3	-4	5	4
C=CCc1c(C)nc(-c2ccccc2)nc1N/N=C/c1ccccc1	5	6	-3	5	3	0	-1	3	3
O=C1NC(c2cccs2)C(C(=O)c2ccccc2)C(O)(C(F)(F)F)N1 (configuration not stated)	6	3	32*	0	-1	6	3	2	-1
CN(c1ccccc1)S(=O)(=O)c1ccc(NC(=O)c2cccs2)cc1	-33	-29	5	-5	-24	-23	-6	-7	-6
Cc1nc(N)nc(Cl)c1Cc1ccc(Cl)cc1	3	-9	4	-3	3	3	8	-12	-3
Cc1nnc2sc(SCc3ccc(Br)cc3)nn2c1=O	-8	7	2	-2	3	-3	10	-7	4

Random excerpt: 3 compounds from above
SMILES	LYPLA2 counter	GSTO1 counter	PAFAH1B2 inh	pPAFAH FP inh	PME-1 primary	LYPLA1 counter	PAFAH1B3 FP inh	PREPL inhibitor	PAD4 FP inh
CCOc1cc(C2NC(=O)NC(O)(C(F)(F)F)C2C(=O)c2ccc(OC)cc2)ccc1O (configuration not stated)	13	-80	2	0	1	2	7	-4	0
CC(=O)Nc1nc(C)c(C(C)(C)C)s1	1	-3	2	1	2	1	-1	8	-2
CCN(CC)S(=O)(=O)c1ccc(N)cc1	-1	5	1	2	-7	0	4	3	3

New compounds follow
SMILES	LYPLA2 counter	GSTO1 counter	PAFAH1B2 inh	pPAFAH FP inh	PME-1 primary	LYPLA1 counter	PAFAH1B3 FP inh	PREPL inhibitor	PAD4 FP inh
CCC(Sc1ccc2nnc(-c3ccc(F)cc3)n2n1)C(=O)O (configuration not stated)	2	2	4	5	0	3	-1	2	-2
CCOC(=O)c1c(NC(=O)COC(=O)c2ccc([N+](=O)[O-])cc2)sc(C(=O)N(C)C)c1C	5	-2	-4	6	-5	7	5	27	2
CC(C)(C)S(=O)(=O)c1cnc2c(-c3ccc(F)cc3)cnn2c1N	8	-1	-1	2	1	1	5	2	-1
COc1ccc2c(c1)c(=O)oc1cc(OC(C(=O)O)c3ccccc3)ccc12 (configuration not stated)	-1	-6	1	-4	4	-7	12	-9	-2
COCCNC(=O)c1cc(-c2ccccc2)nn1CC1CC(c2cccc([N+](=O)[O-])c2)=NO1 (configuration not stated)	5	8	4	1	1	-1	6	-12	-1
O=C(c1ccco1)N1CCN(c2ncnc3c(-c4ccccc4)nsc23)CC1	2	-1	-1	1	2	-3	3	-4	-6
Cc1ccc(NC(=O)Nc2ccccc2C(N)=O)cc1	1	1	5	1	-1	2	4	8	-2
CCOC(=O)N1CCN(C(=O)c2ccccc2NC(=O)c2ccc(Br)cc2)CC1	-3	-4	2	-4	3	-1	-2	5	1
Cc1csc(N/N=C/c2ccc([N+](=O)[O-])cc2)n1	10	-3	3	12	0	6	8	21	1
CCn1c(NC(=O)c2ccc(F)cc2)c2ccccc2nc1=O	0	1	4	6	3	1	6	3	6
Cc1ccc2nc(SCC(=O)NCCc3ccccc3)nc(=O)n2c1	2	9	2	1	2	-1	3	-4	-1
c1ccc2cc(CCCc3cc4ccccc4cn3)ncc2c1	-10	·	7	-1	6	-6	6	-31	-1
COC(=O)Cc1c(O)ccn(CCc2c[nH]c3ccccc23)c1=O	3	21	3	-2	3	-1	3	6	1
O=C1NC(=S)S/C1=C\c1ccc2ccccc2c1	0	-28	6	-8	-3	3	4	17	-7
O=C(c1cccc2ccccc12)C1CCCN(C(=O)CCCn2cncn2)C1 (configuration not stated)	2	2	0	1	0	0	-1	29	2
CC(=O)c1cccc(NC(=O)CCS(=O)(=O)c2cccc3nonc23)c1	5	-7	-4	5	1	1	6	2	-1
Cc1cc(C)nc(SCC(=O)NCC2COc3ccccc3O2)n1 (configuration not stated)	6	·	4	0	7	0	6	14	4
CSc1nc2sc3c(c2c(=O)n1CC(C)C)CC(C)(C)OC3	-1	-4	·	7	0	-1	·	1	0
O=C(NCCc1ccccc1F)/C(=C/c1cccnc1)NC(=O)c1ccccc1	-1	0	0	3	-5	-2	-3	-8	-4
COc1cnc(-c2ccccn2)nc1Oc1ccc(F)cc1F	-3	7	0	5	-3	-2	10	22	3
O=C(Nc1ccc([N+](=O)[O-])cc1)C(=O)Nc1cccc(C(=O)O)c1	-1	-1	3	7	2	1	-6	6	2
O=C(Cc1ccccc1)NCC(=O)OCC(=O)c1ccc(Cl)cc1	1	6	10	2	2	2	6	-2	-1
Cc1ccc(S(=O)(=O)N/N=C/c2ccc(OS(=O)(=O)c3ccc(C)c([N+](=O)[O-])c3)cc2)cc1	4	2	5	5	4	-6	-8	-9	-3
CN(C(=O)CC1C(=O)NCCN1Cc1ccoc1)C1CCOCC1 (configuration not stated)	4	3	5	-1	3	1	-5	3	-3
COc1cccc(S(=O)(=O)Nc2ccc(C(=O)Nc3ccncc3)cc2)c1	-3	6	-1	3	-12	-6	3	4	-1
CC(C)c1nc2ccccc2n1CCC(=O)O	-2	-1	4	5	0	1	0	8	3
Cc1ccccc1-c1nc(-c2cccnc2)no1	11	-1	-1	-4	11	-4	2	15	-4
COc1cccc(NC(=O)[C@H](Cc2c[nH]c3ccccc23)NC(=O)[C@@H]2Cc3ccccc3CN2)c1	2	0	3	5	-2	-1	3	10	-9
C/C(Cn1nnc([N+](=O)[O-])n1)=N\NC(=O)c1ccccc1Cl	4	8	3	0	3	0	14	3	1
COc1cccc(-c2cc(C(=O)NCc3ccco3)c3ccccc3n2)c1	-5	3	0	5	-5	-1	10	-4	-3
